# HEK293 cAMP ctrl: raises cAMP in parental HEK293 cells, TSHR agonist counter-screen | 73,000 compounds, 2.5% hits | parental HEK293 CNG cAMP sensor, membrane potential fluorescence | Potency, µM (doses to about 57.1 µM), for inactives: at the top dose activation, usual class: activators; note: potency is the fitted concentration of half-maximal effect; % of control where 0% means no effect; nearly all actives have a fitted effect of over 55% in size
#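 Parental HEK 293 cells stably expressing a cAMP-gated CNG channel were loaded with membrane potential dye containing 100 uM RO 20-1724 for 60 min. Compound added for 30 min; depolarization read as fluorescence intensity at 590 nm.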
# 4MU fluor: compound fluoresces in the 4-MU spectral region; 59,000 compounds, 11% hits; compound autofluorescence, 340/450 nm, 4-MU equivalents; stronger effect = higher value; max dye-equivalent concentration, M; in the data active = max dye-equivalent concentration above about 10 nM; inconclusive = mostly about 1.1 nM to 9.6 nM
#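 Compounds in 100 mM Tris, pH 8.0, incubated 15 min at room temperature, then fluorescence read at 340 nm excitation/450 nm emission. Signal converted to 4-MU dye-equivalent concentration using an on-plate six-point 4-MU standard curve.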
# Fluorescein fluor: fluorescein region autofluorescence | max fluorescein-equivalent concentration, M | Compound autofluorescence, 480/540 nm, fluorescein-equivalent; stronger effect = higher value | AID 593 | 59,000 compounds, 0.91% hits; in the data active = max fluorescein-equivalent concentration above about 10 nM; inconclusive = between about 1.1 nM and that limit
#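 Each compound is tested across a concentration series in 100 mM Tris buffer at pH 8.0. After 15 min at room temperature, plates are imaged with 480 nm excitation and 540 nm emission filters, and intensities are converted to fluorescein-equivalent values.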
# Rhodamine fluor: compound fluoresces in the rhodamine spectral region; 59,000 compounds, 0.05% hits; Rhodamine-region fluorescence, 547/598 nm, Tris buffer; stronger effect = higher value; max dye-equivalent concentration, M; AID 594; in the data active = max dye-equivalent concentration above about 11 nM; inconclusive = between about 1.1 nM and that limit
#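 Compound fluorescence in 100 mM Tris, pH 8.0, read after 15 min at room temperature with 547 nm excitation and 598 nm emission. Output is dye-equivalent concentration from an on-plate rhodamine standard series.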
# TexasRed autofl: compound fluoresces in the Texas Red spectral region; Compound fluorescence, Texas Red channel, 547/618 nm; stronger effect = higher value; max dye-equivalent concentration, M; 59,000 compounds, 0.06% hits; in the data active = max dye-equivalent concentration above about 10 nM; inconclusive = between about 1.1 nM and that limit
#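 Compound fluorescence was read after 15 min at room temperature in 100 mM Tris, pH 8.0, using 547 nm excitation and 618 nm emission across a concentration series. It was expressed as Texas Red dye-equivalent concentration from an on-plate standard curve.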
# BRCT inh green: BRCA1 BRCT-phosphoprotein interaction inhibition; P38398; BRCA1 BRCT-phosphopeptide binding, green fluorescence polarization; Potency, µM (series often up to 76.9 µM), for the others: at the highest dose activity change, negative = inhibition, hits mostly inhibitors; 75,000 compounds, 0.05% hits; AID 875;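 note: potency is the fitted concentration of half-maximal effect; plate controls were peptide without protein for full effect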
#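 Compounds were incubated for 12 min at room temperature with a complex of 100 nM fluorescein-tagged pBACH1 decapeptide and 250 nM His-tagged BRCT protein. Buffer was phosphate pH 7.3 with EDTA, DTT and Tween 20. Disruption of binding lowers the polarization signal.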
# USP2a inh: USP2a (human) protease inhibition. USP2a enzymatic assay, qHTS inhibition. O75604. AID 927. Potency, µM (top dose mostly 38.3 µM), inactives show at the top dose activity change, negative = inhibition, most hits filed as inhibitors. 60,000 compounds, 0.1% hits;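 note: potency is the fitted concentration of half-maximal effect; nearly all actives have a fitted effect of over 60% in size; plate controls were DMSO for no effect and NEM full inhibition control for full effect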
# Target sequence (O75604 whole entry, looked up): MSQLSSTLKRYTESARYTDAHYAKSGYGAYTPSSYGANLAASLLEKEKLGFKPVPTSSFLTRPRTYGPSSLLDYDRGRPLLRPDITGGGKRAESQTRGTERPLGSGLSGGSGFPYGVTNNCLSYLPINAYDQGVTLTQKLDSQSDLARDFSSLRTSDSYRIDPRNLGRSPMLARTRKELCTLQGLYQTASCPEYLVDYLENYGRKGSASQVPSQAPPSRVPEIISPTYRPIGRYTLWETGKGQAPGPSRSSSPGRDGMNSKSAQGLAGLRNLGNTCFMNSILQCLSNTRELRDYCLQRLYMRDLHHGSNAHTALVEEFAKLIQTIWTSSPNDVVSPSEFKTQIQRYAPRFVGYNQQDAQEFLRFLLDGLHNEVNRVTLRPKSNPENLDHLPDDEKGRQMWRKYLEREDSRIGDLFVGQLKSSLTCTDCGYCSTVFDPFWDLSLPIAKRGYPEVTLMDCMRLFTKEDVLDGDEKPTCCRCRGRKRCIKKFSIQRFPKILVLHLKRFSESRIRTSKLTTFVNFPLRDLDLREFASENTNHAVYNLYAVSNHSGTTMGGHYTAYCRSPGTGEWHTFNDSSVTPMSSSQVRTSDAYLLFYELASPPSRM
#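 Coupled readout: USP2-cleaved Ub-PLA2 (20nM final) turns over NBD C6-HPC (20uM final), Ex 460nm/Em 535nm after 2.5 h, time-zero read flagging artifacts. Enzyme (20nM final, pH 8.0 Tris) given 30 min RT with compound first; NEM defines full inhibition.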
# Caspase-1 inhib: caspase-1 (human) inhibition, allosteric or competitive; P29466; Caspase-1 enzyme, Ac-WEHD-AFC fluorogenic rate; Potency, µM (series often up to 57.5 µM), for the others: top-dose activity change, negative = inhibition, usual class: inhibitors; 75,000 compounds, 0.03% hits; AID 900;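 note: potency is the fitted concentration of half-maximal effect; plate controls were vehicle for no effect and no substrate for full effect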
# BRCT PPI red: inhibitors of human BRCA1 BRCT-phosphoprotein interaction (red fluorophore); BRCT-phosphopeptide binding, red fluorescence polarization; Potency, µM (titrated, usually from 76.9 µM), for the others: at the highest dose activity change, negative = inhibition, actives largely listed as inhibitors; P38398; 75,000 compounds, 0.03% hits; note: % is set by controls: 0 for no effect and ±100 for the full control effect
#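 Fluorescence polarization: 100 nM His-tagged BRCA1 BRCT with 100 nM TAMRA-labelled phospho-BACH1 decapeptide, phosphate buffer pH 7.3 with 150 mM NaCl, DTT, 0.01% Tween 20; 12 min RT. Binding inhibition seen as FP decrease.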
# A350 autofl: A350 region autofluorescence. Compound autofluorescence, 340/450 nm, Alexa 350 dye-equivalents; stronger effect = higher value. 59,000 compounds, 11% hits. max dye-equivalent concentration, M; in the data active = max dye-equivalent concentration above about 10 nM; inconclusive = mostly about 1.1 nM to 9.6 nM
# Casp7 inh: blocks human caspase-7 allosterically or competitively; Potency, µM (top dose mostly 57.5 µM), without a hit: top-dose activity change, negative = inhibition, hits mostly inhibitors; AID 889; recombinant caspase-7, Ac-DEVD-AFC fluorescence rate; 75,000 compounds, 0.02% hits; active = well fitted inhibition curve with a large enough effect in the main read-out, with a control signal flat, not every such curve was filed as active; inconclusive = small, poorly fitted or top-dose-only effect, or a change in a side signal; note: potency is the fitted concentration of half-maximal effect; % of control where 0% means no effect
# Target sequence (P55210 24-198 limits assumed): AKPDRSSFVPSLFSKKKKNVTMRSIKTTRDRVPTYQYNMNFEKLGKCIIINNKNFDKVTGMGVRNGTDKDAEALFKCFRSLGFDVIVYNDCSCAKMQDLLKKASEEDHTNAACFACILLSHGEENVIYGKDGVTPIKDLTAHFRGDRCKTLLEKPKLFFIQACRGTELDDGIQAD
# Target sequence (P55210 207-303 limits assumed): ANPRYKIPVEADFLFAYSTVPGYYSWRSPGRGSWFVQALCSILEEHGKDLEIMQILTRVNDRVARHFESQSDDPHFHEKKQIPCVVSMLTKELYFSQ
# The depositor's hits bear a star; i = inactive; ? = inconclusive; nt = no result given; & = joins results of further samples; [ ] = another dose, or the depositor's remark. Unless noted, calls come from the whole dose curve; as a rule, active = well fitted curve in the direction sought with a large enough effect; inconclusive = small, poorly fitted or top-dose-only effect, or another doubt; inactive = no such curve, though single readings can be large; an effect the other way counts as inactive or inconclusive.
SMILES,HEK293 cAMP ctrl,4MU fluor,Fluorescein fluor,Rhodamine fluor,TexasRed autofl,BRCT inh green,USP2a inh,Caspase-1 inhib,BRCT PPI red,A350 autofl,Casp7 inh
CC(=O)Nc1nnc(S(N)(=O)=O)s1,0%[25.6 µM],i,?,i,?,1.3%,-1%,-5%,1.9%,i,1%
Cc1ccc(CNC(=O)C2CCCN(S(C)(=O)=O)C2)cc1 (stereo unspecified),?,i,i,i,i,-2.9%,8%,-3%,0.0%,i,-4%
c1cn(-c2ncnc3ccc(-c4ccoc4)cc23)cn1,-2%,?,i,i,i,1.0%,15%,-6%,-1.5%,?,-4%
CCOc1cc2c(cc1OCC)C(C(=O)O)C(c1cc(OC)c(OC)c(OC)c1)N(C)C2=O (stereo unspecified),9%,i,i,i,i,-1.8%,-2%,0%,-1.0%,?,0%
CCCN1CN(Cc2ccco2)c2nc3ccccc3n2C1,13%,i,i,i,?,-0.2%,3%,1%,0.3%,i,0%
O=C(Nc1ccc(Cl)cc1)N1CCC(c2nc(-c3ccc(F)cc3)no2)CC1,?,i,i,i,i,0.5%,14%,-4%,0.5%,i,1%
COc1ccc(CNC(=O)C2CCCN(c3nc4ccccc4o3)C2)c(OC)c1 (stereo unspecified),28%,i,i,i,i,-0.5%,22%,-1%,-0.2%,i,-3%
CC(=O)Nc1nc(C)c(Cc2ccccc2)c(=O)[nH]1,5%,nt,nt,nt,nt,-0.2%,2%,-2%,-0.6%,nt,-1%
CCOC(=O)CCn1nc(-c2ccccc2)cc1N,-4%,?,i,i,i,-0.6%,-3%,0%,-2.4%,?,-1%
COc1ccc(C2CC(=O)Nc3ccccc3S2(=O)=O)cc1OC (stereo unspecified),2%,?,i,i,?,0.4%,-3%,1%,1.5%,?,-3%
COC(=O)c1ccc(Cn2nnc3c(sc4nc(N5CCOCC5)c5c(c43)CCCC5)c2=O)o1,nt,?,i,i,i,nt,nt,nt,nt,?,nt
COc1ccc(CCNC(=O)CCNS(=O)(=O)c2cccc3nsnc23)cc1OC,5%,i,i,i,i,-0.4%,-4%,-1%,1.5%,i,1%
COc1ccc(N2CCN(S(=O)(=O)c3cccs3)CC2)cc1,8%,i,?,i,i,0.2%,1%,0%,-0.8%,?,-2%
Cc1ccc2oc(=O)c3cnn(CC(=O)NC4CCN(Cc5ccccc5)CC4)c3c2c1,?,nt,nt,nt,nt,2.0%,nt,0%,0.1%,nt,-1%
COC(=O)c1ccc(COC(=O)c2c(C)nn(Cc3ccccc3Cl)c2Cl)o1,16µM*,i,i,i,i,0.3%,0%,-5%,1.2%,i,-2%
CCCSc1nnc(NC(=O)Nc2ccccc2)s1,nt,i,i,i,i,nt,nt,nt,nt,i,nt
CC(=O)C1=C(C)NC(=O)NC1c1cccc(O)c1 (stereo unspecified),12%,i,i,i,i,-0.8%,-2%,0%,0.4%,i,-3%
CC(C)(C)c1nc(CN2CCCCC2)cc(CN2CCCCC2)c1O,18%,nt,nt,nt,nt,-1.0%,nt,1%,1.0%,nt,-1%
CCOC(=O)c1sc(N)nc1-c1ccccc1,7%,nt,nt,nt,nt,-6.3%,nt,0%,0.4%,nt,-1%
CCOC(=O)c1c(C(C#N)C#N)cc(C)nc1C,nt,i,i,i,i,nt,nt,nt,nt,i,nt

# Structural class: the entries above containing a halogen
SMILES,HEK293 cAMP ctrl,4MU fluor,Fluorescein fluor,Rhodamine fluor,TexasRed autofl,BRCT inh green,USP2a inh,Caspase-1 inhib,BRCT PPI red,A350 autofl,Casp7 inh
O=C(Nc1ccc(Cl)cc1)N1CCC(c2nc(-c3ccc(F)cc3)no2)CC1,?,i,i,i,i,0.5%,14%,-4%,0.5%,i,1%
COC(=O)c1ccc(COC(=O)c2c(C)nn(Cc3ccccc3Cl)c2Cl)o1,16µM*,i,i,i,i,0.3%,0%,-5%,1.2%,i,-2%

# Only A350 autofl and Caspase-1 inhib (three entries from above):
SMILES,A350 autofl,Caspase-1 inhib
CC(=O)Nc1nc(C)c(Cc2ccccc2)c(=O)[nH]1,nt,-2%
CCOC(=O)c1c(C(C#N)C#N)cc(C)nc1C,i,nt
CCCN1CN(Cc2ccco2)c2nc3ccccc3n2C1,i,1%

# (more compounds)
SMILES,HEK293 cAMP ctrl,4MU fluor,Fluorescein fluor,Rhodamine fluor,TexasRed autofl,BRCT inh green,USP2a inh,Caspase-1 inhib,BRCT PPI red,A350 autofl,Casp7 inh
CCn1c(SCC(=O)Nc2nccs2)nnc1-c1ccccc1,0%,?,i,i,i,-3.1%,2%,1%,0.6%,?,1%
NCCCCN,-6%,i,i,i,?,-1.6%&-1.8%,-1%&3%,1%&1%,0.7%&-0.8%,i,0%&0%
COc1cccc2c(=O)n(CC(=O)N3CCN(c4ccccc4)CC3)ccc12,?,nt,nt,nt,nt,1.9%,nt,2%,0.4%,nt,1%
O=C(CSc1nnc(CNC(=O)c2c(F)cccc2Cl)o1)NCc1ccc2c(c1)OCO2,2%,i,i,i,i,-2.3%,6%,-2%,-1.8%,i,4%
O=C1CC(NCc2ccc3c(c2)OCO3)C(=O)N1CCc1ccccc1 (stereo unspecified),14%,nt,nt,nt,nt,-2.3%,nt,-2%,-0.1%,nt,0%
O=C(CN1CCN(C2CCCCC2)CC1)c1ccc2cc[nH]c2c1,8%,nt,nt,nt,nt,0.9%,nt,-9%,-0.2%,nt,-8%
O=C(CNS(=O)(=O)c1cccs1)Nc1ccc2c(c1)OCCO2,-4%,i,i,i,i,0.5%,3%,1%,-1.7%,i,-9%
CCCCOC(=O)n1c(SCC(=O)N(CC)CC)nc2ccccc21,?,i,i,i,i,2.0%,10%,-4%,-2.6%,i,-5%
Cc1cccc(N2CCN(C(=O)c3cc4c(=O)n(C)c5ccccc5c4n3C)CC2)c1C,2%,nt,nt,nt,nt,2.1%,nt,-3%,0.4%,nt,-4%
COc1ccc(C2C(C(=O)N3CCN(c4ccccc4)CC3)c3ccccc3C(=O)N2C)cc1 (stereo unspecified),?,i,i,i,i,8.1%,25%,-1%,-0.6%,i,1%
COc1ccccc1NS(=O)(=O)c1ccc(NC(C)=O)cc1,-1%,i,?,i,i,-3.8%,2%,1%,0.0%,i,-1%
CN1CCN(S(=O)(=O)c2ccc(NC(=O)c3ccc(Br)s3)cc2)CC1,3%,i,?,i,?,-1.2%,40%[activator],-3%,0.1%,i,0%
CCOC(=O)c1cnc2c(Cl)cc(Cl)cc2c1NCCOCCO,-7%,nt,nt,nt,nt,2.1%,nt,-8%,-1.7%,nt,-16%
CCc1nnc(NC(=O)c2ccc(OC)cc2OC)s1,25µM*,nt,nt,nt,nt,0.5%,nt,-5%,-2.5%,nt,-1%
CC(C)(C)N1C(=O)[C@H]2[C@H]3[C@H](O)[C@H](O)C/C(=N/OCc4ccccc4)[C@H]3CC[C@@H]2C1=O,9%[11.4 µM],nt,nt,nt,nt,1.4%[15.4 µM],nt,-3%[11.5 µM],1.8%[15.4 µM],nt,2%[11.5 µM]
CN(C)S(=O)(=O)c1ccc(C(=O)Nc2ccccc2OC(F)(F)C(F)F)cc1,?,i,i,i,i,-0.3%,4%,0%,0.3%,i,-1%
CCOC(=O)OCC1OC(C#Cc2ccc(F)cc2F)C=CC1OC(=O)OCC (stereo unspecified),1%[11.4 µM],nt,nt,nt,nt,-1.9%[15.4 µM],nt,-1%[11.5 µM],2.0%[15.4 µM],nt,0%[11.5 µM]
Cc1cc(C)c2c(n1)nn1c(C)c(CCC(=O)NCc3ccco3)c(C)nc21,-4%,nt,nt,nt,nt,1.5%,nt,-7%,-0.7%,nt,-2%
CC1(C)CC(=O)C(CC2=C(O)CC(C)(C)CC2=O)=C(O)C1,1%,i,?,i,i,-3.1%,-4%,-1%,1.2%,i,-5%
COc1ccccc1-c1ccc2ncnc(N3CCNCC3)c2c1,12%,i,i,i,i,-1.3%,116%[activator],1%,-2.6%,i,-3%
CCCn1c(=N)n(CC(O)c2ccco2)c2ccccc21 (stereo unspecified),12%,i,i,i,i,-0.5%,5%,0%,0.4%,?,0%
O=C(c1cc(S(=O)(=O)N2CCCCC2)ccc1F)N1CCCCC1,?,i,i,i,i,-3.4%,-3%,0%,-0.1%,i,0%

# Two entries drawn at random from those above, as already listed:
SMILES,HEK293 cAMP ctrl,4MU fluor,Fluorescein fluor,Rhodamine fluor,TexasRed autofl,BRCT inh green,USP2a inh,Caspase-1 inhib,BRCT PPI red,A350 autofl,Casp7 inh
O=C(c1cc(S(=O)(=O)N2CCCCC2)ccc1F)N1CCCCC1,?,i,i,i,i,-3.4%,-3%,0%,-0.1%,i,0%
COc1ccccc1-c1ccc2ncnc(N3CCNCC3)c2c1,12%,i,i,i,i,-1.3%,116%[activator],1%,-2.6%,i,-3%

# Not all compounds are listed; rates above refer to the full screens.
